BoNT A protease = inhibitors of Botulinum neurotoxin A light chain protease; multiplex microsphere protease substrate cleavage, flow cytometry; inhibition, % at 10 µM; 360,000 compounds, 0.17% hits; AID 588499; note: plate controls were buffer without enzyme for full effect and enzyme alone for no effect
FadD28 binding = blocks FadD28 binding to the bisubstrate probe | fluorescence polarization | inhibition, % at 12.5 µM | 360,000 compounds, 0.22% hits; in the data active = inhibition above about 8.5%, passing the limit was not always enough; inconclusive = no clear call, values can overlap the other calls
Anthrax LF inh2 = blocks Bacillus anthracis lethal factor protease | multiplex microsphere protease cleavage assay, LF | inhibition, % at 10 µM | 360,000 compounds, 0.12% hits | P15917; note: plate controls were buffer without enzyme for full effect and enzyme alone for no effect
Target sequence (P15917 whole entry, looked up): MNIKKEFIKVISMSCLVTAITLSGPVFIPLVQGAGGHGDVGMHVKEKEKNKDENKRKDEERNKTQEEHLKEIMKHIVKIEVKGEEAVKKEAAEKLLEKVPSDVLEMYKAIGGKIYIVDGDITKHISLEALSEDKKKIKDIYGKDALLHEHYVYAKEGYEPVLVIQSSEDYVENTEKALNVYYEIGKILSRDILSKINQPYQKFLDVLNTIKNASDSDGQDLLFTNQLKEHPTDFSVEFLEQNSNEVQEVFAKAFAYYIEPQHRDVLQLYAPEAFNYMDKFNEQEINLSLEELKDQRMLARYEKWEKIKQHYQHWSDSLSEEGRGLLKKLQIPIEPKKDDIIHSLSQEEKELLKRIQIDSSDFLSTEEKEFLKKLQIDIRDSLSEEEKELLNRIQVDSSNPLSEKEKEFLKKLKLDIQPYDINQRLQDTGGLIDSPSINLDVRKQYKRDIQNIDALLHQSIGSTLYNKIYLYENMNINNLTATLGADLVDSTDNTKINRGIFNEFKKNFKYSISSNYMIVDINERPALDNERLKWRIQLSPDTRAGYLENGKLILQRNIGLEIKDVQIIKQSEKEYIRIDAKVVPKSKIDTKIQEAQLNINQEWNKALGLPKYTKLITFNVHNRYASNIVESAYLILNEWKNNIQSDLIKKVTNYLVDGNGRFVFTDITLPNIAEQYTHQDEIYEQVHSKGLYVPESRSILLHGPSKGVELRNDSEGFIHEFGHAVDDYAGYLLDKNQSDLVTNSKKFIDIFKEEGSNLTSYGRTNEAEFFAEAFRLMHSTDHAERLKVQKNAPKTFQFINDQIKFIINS
PrPC surface inh = reduces human prion protein on the cell surface. P04156. inhibition, % at 13.8 µM. AID 720596. cell surface PrPC, TR-FRET read-out. 370,000 compounds, 0.43% hits; in the data active = inhibition above about 24%; note: 0% = median of the test wells and 100% = reference compound wells
Yp Topo-I inh = blocks Yersinia pestis topoisomerase I activity | Y. pestis Topo-I cleavage product accumulation, plate reader | activity, % at 10 µM | 360,000 compounds, 0.064% hits | AID 504884; in the data active = activity above about 50%, passing the limit was not always enough; inconclusive = no clear call, values can overlap the other calls; note: inactives centre near 2
TcdB inh = blocks C. difficile toxin B glycohydrolase activity. P18177. TcdB glycohydrolase enzymatic assay, plate reader. inhibition, % at 9.99 µM. 350,000 compounds, 0.24% hits. AID 652162; in the data active = inhibition above about 10%
CCHF vOTU inh = blocks the CCHF virus ovarian tumor domain protease. 370,000 compounds, 0.55% hits. AID 651958. CCHFV vOTU protease, Pep-AMC fluorescence. inhibition, % at 11.5 µM; in the data active = inhibition above about 30%; note: 0% = vehicle wells with enzyme and 100% = no enzyme wells
PfHsp40 rescue = restores yeast growth despite PfHsp40 toxicity | S. cerevisiae expressing PfHsp40, growth rescue, ATP luminescence | growth rescue, % at 12.5 µM | 340,000 compounds, 0.68% hits; in the data active = growth rescue above about 28%, passing the limit was not always enough; inconclusive = no clear call, values can overlap the other calls;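 note: yeast W303a lacking pdr1 and pdr3 grown in galactose medium; growth measured after three days at 30 °C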
BoNT F protease = inhibitors of Botulinum neurotoxin F light chain protease. Multiplex microsphere protease cleavage assay, flow cytometry. inhibition, % at 10 µM. 360,000 compounds, 0.22% hits; in the data active = inhibition above about 35%, passing the limit was not always enough; inconclusive = no clear call, values can overlap the other calls; note: plate controls were buffer without enzyme for full effect and enzyme alone for no effect
Active calls of the source: *; ? = inconclusive; . = not tested or not shown. Cut-off read from the data, not from the text of the source, unless noted: active = inhibition above about 30%; inconclusive = no clear call, values can overlap the other calls; inactive = below that.

Second line of a record: BoNT A protease, FadD28 binding, Anthrax LF inh2, PrPC surface inh, Yp Topo-I inh, TcdB inh, CCHF vOTU inh, PfHsp40 rescue, BoNT F protease
1: CC(C)NC(=O)CNc1ccc(C(F)(F)F)cc1[N+](=O)[O-]
→ 0.3, 0.6, 1.2, -12.5, -1.5, 0.2, 1.7, -0.8, -7.5
2: Fc1cccc(Cl)c1CN1CCN(c2nc3ccccc3s2)CC1
→ -1.8, -0.8, 14.7, 5.0, 28.7, -0.3, -12.3, -0.8, -26.2
3: CCN(CC)C(=O)CCC(=O)Nc1ccc(C(=O)OC)cc1
→ -0.1, 0.0, 4.9, 2.8, -7.5, ., 3.7, -1.6, -1.8
4: CCCCCN(C(=O)CCC(=O)OCc1ccccc1C)c1c(N)n(CCCC)c(=O)[nH]c1=O
→ -0.6, -1.7, -6.3, 1.0, 4.5, -0.1, -1.8, 0.3, 2.1
5: CC(C)(CNC(=O)Cc1ccc(NS(=O)(=O)c2cccc(C(F)(F)F)c2)cc1)N1CCOCC1
→ ., -2.4, ., -8.2, -1.2, 1.3, -1.2, 0.4, .
6: CC1CN(C(=O)COc2ccc3ccccc3c2)CC(C)O1 (stereo not given)
→ -0.3, -3.7, 2.8, -0.3, 7.8, 2.2, -7.8, 0.5, -4.2
7: O=C(COC(=O)CCc1nc2ccccc2c(=O)[nH]1)NC(=O)NC1CCCC1
→ -0.7, -2.7, -1.0, -0.6, -0.4, ., 14.7, 2.1, 0.5
8: CN(C)c1ccc(C=Nc2ccccc2C(N)=O)cc1
→ -1.1, -3.1, -7.0, 1.2, -1.0, ., 0.0, -0.6, -2.3
9: CCCS(=O)(=O)N1CCN(C(=O)COc2ccc(OC)cc2)CC1
→ 1.4, -2.9, -0.8, -1.9, -11.5, ., -15.5, 20.1, 5.1
10: CN1CCN(c2nc(N)cc(=O)[nH]2)CC1
→ -6.2, -2.3, 3.5, -3.3, -11.6, -0.9, -15.7, -2.0, ?
11: COc1cc(C(=O)NCCc2cn3ccc(C)cc3n2)cc(OC)c1OC
→ -1.2, -1.5, -5.7, -9.7, 39.3, 0.4, -7.5, -1.5, -19.0
12: CCOC(=O)CN1C(=O)/C(=C2\SC(=S)N(NC(=O)c3cccnc3)C2=O)c2ccccc21
→ ., -0.3, ., -5.8, -4.5, 1.8, -6.0, -0.9, .
13: Cc1nc(C)c(C(=O)C2=C(O)C(=O)N(CCN3CCOCC3)C2c2cccnc2)s1 (stereo not given)
→ 0.4, -3.1, -2.8, -8.4, 3.3, ., 15.4, -0.2, -0.6
14: C[n+]1cccc(/C=N/Nc2nc(Cl)c(C#N)c(Cl)c2Cl)c1
→ ., -3.2, ., -24.5, -9.5, 3.2, 9.1, ., .
15: Oc1oc(-c2ccco2)nc1C=Nc1ccccc1
→ -0.8, -0.4, -6.4, -1.6, -5.3, 1.2, 11.8, -0.8, -7.7
16: Nn1c(SCC(=O)NC2CCCCC2)nnc1-c1ccc(Cl)cc1
→ -0.3, -2.7, -4.3, 2.0, -5.8, ., -3.9, 1.2, -4.9
17: CC(=O)Nc1nc(=S)n(-c2ccccc2)[nH]1
→ 2.0, 0.7, 0.0, -0.4, 4.0, ., 3.4, -0.9, 2.0
18: Oc1cccc(C=NCc2ccccc2)c1O
→ 5.9, 2.3, ?, -9.3, 5.7, ., 19.0, 1.8, 12.8
19: CCCOC(=O)c1c(N)sc2c1CCC2
→ -1.2, 1.0, 3.2, 2.5, 0.3, ., -5.4, -0.9, -13.9
20: O=C(CSc1ccc(S(=O)(=O)N2CCOCC2)cn1)Nc1ccc(F)c(F)c1
→ 2.0, -3.3, -0.1, 15.4, -7.7, 0.4, 8.1, 0.2, -1.2

The list goes on; the last 2 above are carried over.
Second line of a record: BoNT A protease, FadD28 binding, Anthrax LF inh2, PrPC surface inh, Yp Topo-I inh, TcdB inh, CCHF vOTU inh, PfHsp40 rescue, BoNT F protease
19: CCCOC(=O)c1c(N)sc2c1CCC2
→ -1.2, 1.0, 3.2, 2.5, 0.3, ., -5.4, -0.9, -13.9
20: O=C(CSc1ccc(S(=O)(=O)N2CCOCC2)cn1)Nc1ccc(F)c(F)c1
→ 2.0, -3.3, -0.1, 15.4, -7.7, 0.4, 8.1, 0.2, -1.2
21: O=C(NCN1CCc2ccccc2C1)c1ccccc1
→ -2.3, 0.3, -0.7, 3.4, 8.5, ., 2.4, 0.9, -6.5
22: Cc1ccc(C)c(N2CCN(S(=O)(=O)c3ccc4c(c3)CCN4C(=O)CCC(=O)O)CC2)c1
→ -0.1, -4.0, 5.7, 4.0, 26.6, -0.2, -4.8, -0.8, -6.7
23: COc1cccc(OC)c1C(=O)NC(=S)N1CCCCC1c1cccnc1 (stereo not given)
→ -0.4, -1.2, 1.9, -8.1, 3.2, -0.6, -10.3, -0.3, -0.8
24: COc1cccc(CNn2cnnc2)c1OCc1ccccc1F
→ ?, -2.1, -4.4, 2.1, 6.0, ., -2.9, -0.4, 13.8
25: COc1ccc(-n2c(N)c(C(=O)NCc3cccnc3)sc2=S)cc1
→ 0.1, -0.5, -2.6, 6.6, -0.7, ., 20.4, 0.7, 1.7
26: CC(C)Cc1nnc(NC(=O)C2CCCN(C(=O)c3ccc(Cl)cc3)C2)s1 (stereo not given)
→ -0.3, -0.3, -5.6, 3.4, 5.5, -0.6, 1.6, ., -1.2
27: CC(C)(C)c1ccc(-n2ncc3c2CCCC3NC(=O)C2=NNC(=O)CC2)cc1 (stereo not given)
→ -1.8, -0.2, -0.5, 6.2, 22.2, 0.3, 2.0, -0.8, 1.9
28: O=C(C#Cc1ccccc1)Nc1cccc(F)c1
→ -6.5, -3.1, -7.1, -5.3, -16.7, 0.5, 12.7, 6.4, ?
29: Cc1ccccc1C(=O)Oc1cccc2c(O)cccc12
→ -7.1, -3.6, -8.6, -2.8, -23.8, 1.9, 2.8, 16.1, ?
30: CCOC(=O)C1=CCN(S(=O)(=O)c2ccccc2Cl)C1c1cccc(F)c1 (stereo not given)
→ 0.6, 0.2, 9.5, -0.3, ., 1.3, -1.0, ., -3.3
31: Fc1ccccc1N1CCN(C2CCN(Cc3c[nH]c4ccccc34)CC2)CC1
→ 0.2, -0.9, -1.6, -12.5, -2.9, ., 10.4, -0.4, -6.6
32: COc1cccc(CNC(=O)C2CC(=O)N(c3ccc4c(c3)OCCO4)C2)c1 (stereo not given)
→ 1.1, -0.9, 0.7, 2.3, 8.2, 1.5, -13.9, 0.6, 6.2
33: CCC1CC(/C(C)=N/NC(N)=O)OC1=O (stereo not given)
→ 0.3, -2.4, 0.8, -3.6, 4.2, 1.3, -14.8, -0.5, 0.1
34: CCCCCCCCCCOC(=O)C[N+](C)(C)C/C=C(/C)Cl
→ 0.1, -5.1, -0.3, 4.0, 4.9, 1.5, 10.2, -2.4, 1.5
35: Cc1[nH]n(-c2ccccc2)c(=O)c1Sc1ccc(Cl)cc1
→ 1.1, 1.8, -3.7, -2.6, -12.5, ., 3.0, 7.9, 24.9
36: O=C(COC(=O)c1cccnc1Cl)NCc1ccc2c(c1)OCO2
→ 0.1, -0.7, 2.7, 2.8, -4.6, ., 3.4, -0.2, -0.8
37: CCN1CCc2c(sc(NC(=O)CN3C(=O)c4ccccc4C3=O)c2C(N)=O)C1
→ -0.2, -0.7, 0.7, 2.9, 12.1, 1.2, 2.8, -1.9, -5.9
38: Cc1cc2c(C)nc(-c3ccccc3)nc2o1
→ -0.5, 1.3, -3.7, -3.1, 4.4, ., 9.8, 0.0, 4.5
39: O=C(COc1ccc(Cl)cc1)NCCNC(=O)c1ccccn1
→ -1.9, -1.6, 0.8, 7.5, 3.3, 1.8, -1.9, -1.2, -6.3
40: CC1(C)OC(=O)CC1C(=O)NCc1ccccc1 (stereo not given)
→ -0.4, 1.3, 0.2, -0.3, 7.2, ., 9.2, -1.6, -15.7

Arranged by heavy-atom count (smallest number first): part of the list above.
Second line of a record: BoNT A protease, FadD28 binding, Anthrax LF inh2, PrPC surface inh, Yp Topo-I inh, TcdB inh, CCHF vOTU inh, PfHsp40 rescue, BoNT F protease
38: Cc1cc2c(C)nc(-c3ccccc3)nc2o1
→ -0.5, 1.3, -3.7, -3.1, 4.4, ., 9.8, 0.0, 4.5
40: CC1(C)OC(=O)CC1C(=O)NCc1ccccc1 (stereo not given)
→ -0.4, 1.3, 0.2, -0.3, 7.2, ., 9.2, -1.6, -15.7
37: CCN1CCc2c(sc(NC(=O)CN3C(=O)c4ccccc4C3=O)c2C(N)=O)C1
→ -0.2, -0.7, 0.7, 2.9, 12.1, 1.2, 2.8, -1.9, -5.9

(further entries)
Second line of a record: BoNT A protease, FadD28 binding, Anthrax LF inh2, PrPC surface inh, Yp Topo-I inh, TcdB inh, CCHF vOTU inh, PfHsp40 rescue, BoNT F protease
41: Cc1ccc(NC(=O)c2ccc([N+](=O)[O-])o2)c(C)c1
→ 0.2, -1.8, -2.2, 0.0, 2.3, 0.8, -3.1, -0.5, -5.4
42: CCN(CCN(C)C)C(=O)C1CCN(S(=O)(=O)c2c(C)noc2/C=C/c2ccccc2F)CC1
→ 2.3, -2.7, 4.2, -14.1, -19.7, 1.8, 17.4, 0.4, 22.2
43: COc1ccc(CC(=O)Nc2cc(S(=O)(=O)N3CCOCC3)ccc2N2CCCC2)cc1OC
→ 0.3, -0.2, -2.3, 1.3, 3.7, 1.6, -0.2, -0.3, 6.7
44: O=C(O)CCC(NC(=O)c1cncc(O)c1)C(=O)O (stereo not given)
→ 1.0, -4.1, -4.1, -5.6, -1.8, ., -10.5, -0.1, -1.8
45: COc1cccc(NC(=S)Nc2cccc3ccccc23)c1
→ 2.5, -2.0, 2.9, 8.4, -22.0, 0.6, -2.8, 0.6, 6.7
46: Cc1ccccc1NC(=O)OCc1cccnc1Sc1ccc(Cl)cc1
→ 0.2, -4.3, -0.1, 4.5, 12.2, ., 3.3, 1.5, 3.5
47: Cc1c(O)cc2c(c1O)C(=O)CC(c1ccc(O)cc1)O2 (stereo not given)
→ 0.0, -1.3, 2.6, -0.4, -6.0, -2.1, 4.0, 0.8, 1.3
48: O=C1C2CCC(C(O)C2)N1Cc1ccccc1 (stereo not given)
→ 0.4, -0.6, -3.5, 2.9, 2.7, ., 3.9, -0.2, -2.6
49: CCOC(=O)C1C(=O)CC(C)(O)C(C(=O)OCC)C1c1ccc([N+](=O)[O-])cc1 (stereo not given)
→ -0.3, -2.5, 2.2, -1.9, 0.1, 0.7, 0.7, -0.9, 0.3
50: Cc1cc(NC(=O)/C(C#N)=C/c2ccc(-c3ccc(SC(F)F)cc3)o2)n(-c2ccccc2)n1
→ 0.5, 1.2, -0.3, 1.0, 1.9, 1.0, -1.8, -1.2, -0.6
51: COc1ccc(OC)c(-n2c(-c3cc(-c4ccc(F)cc4)n[nH]3)n[nH]c2=S)c1
→ 0.9, 1.0, 2.7, -0.2, -2.3, ., 11.9, 2.2, 4.5
52: O=C(N/N=C\c1ccc(Cl)s1)C1COc2ccccc2O1 (stereo not given)
→ 0.7, -4.4, -8.8, -3.9, 2.0, -0.1, -8.0, 0.0, ?
53: CC(=NCCN1CCN(C(C)=C2C(=O)c3ccccc3C2=O)CC1)C1=C(O)CC(C)(C)CC1=O
→ 1.0, -3.4, -3.7, -13.6, 2.9, 1.7, 4.2, 1.7, 3.7
54: Cc1ccc(C)c(S(=O)(=O)N2CCN(C(=O)c3sccc3C)CC2)c1
→ 0.2, -1.0, 3.4, 1.1, 24.7, 1.5, 7.7, 1.0, 3.0
55: CC(C)CNS(=O)(=O)c1ccc(CCC(=O)N2CCC(C(N)=O)CC2)cc1
→ 0.1, -2.7, -1.9, 12.6, 1.6, 2.1, 5.9, 0.5, 1.2

Not a hit list. Share with any hit: about 2.3%.
